SW480 rerep: inducers of DNA re-replication in SW480 colon cancer cells | SW480 DNA re-replication, Hoechst DNA content imaging, 48 h | Potency, µM (highest dose often 46.1 µM), without a hit: at the highest dose re-replication activation, hits mostly activators | hit rate 1.8% among 340,000; note: potency is the fitted concentration of half-maximal effect; % of control where 0% means no effect; nearly all actives have a fitted effect of over 55% in size
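Compounds, transferred as 23 nL by pin tool, were incubated with cells for 48 hr; DNA content per nucleus was then quantified by Hoechst staining and fluorescence plate imaging.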
WRN helicase inh: blocks human WRN helicase; Q14191; WRN helicase unwinding, fluorescent forked duplex, kinetic; Potency, µM (series often up to 114 µM), for the others: top-dose activity change, negative = inhibition, actives largely listed as inhibitors; hit rate 0.46% among 360,000; note: potency is the fitted concentration of half-maximal effect; % is set by controls: 0 for no effect and ±100 for the full control effect; nearly all actives have a fitted effect of over 55% in size
Target sequence (Q14191 whole entry, looked up): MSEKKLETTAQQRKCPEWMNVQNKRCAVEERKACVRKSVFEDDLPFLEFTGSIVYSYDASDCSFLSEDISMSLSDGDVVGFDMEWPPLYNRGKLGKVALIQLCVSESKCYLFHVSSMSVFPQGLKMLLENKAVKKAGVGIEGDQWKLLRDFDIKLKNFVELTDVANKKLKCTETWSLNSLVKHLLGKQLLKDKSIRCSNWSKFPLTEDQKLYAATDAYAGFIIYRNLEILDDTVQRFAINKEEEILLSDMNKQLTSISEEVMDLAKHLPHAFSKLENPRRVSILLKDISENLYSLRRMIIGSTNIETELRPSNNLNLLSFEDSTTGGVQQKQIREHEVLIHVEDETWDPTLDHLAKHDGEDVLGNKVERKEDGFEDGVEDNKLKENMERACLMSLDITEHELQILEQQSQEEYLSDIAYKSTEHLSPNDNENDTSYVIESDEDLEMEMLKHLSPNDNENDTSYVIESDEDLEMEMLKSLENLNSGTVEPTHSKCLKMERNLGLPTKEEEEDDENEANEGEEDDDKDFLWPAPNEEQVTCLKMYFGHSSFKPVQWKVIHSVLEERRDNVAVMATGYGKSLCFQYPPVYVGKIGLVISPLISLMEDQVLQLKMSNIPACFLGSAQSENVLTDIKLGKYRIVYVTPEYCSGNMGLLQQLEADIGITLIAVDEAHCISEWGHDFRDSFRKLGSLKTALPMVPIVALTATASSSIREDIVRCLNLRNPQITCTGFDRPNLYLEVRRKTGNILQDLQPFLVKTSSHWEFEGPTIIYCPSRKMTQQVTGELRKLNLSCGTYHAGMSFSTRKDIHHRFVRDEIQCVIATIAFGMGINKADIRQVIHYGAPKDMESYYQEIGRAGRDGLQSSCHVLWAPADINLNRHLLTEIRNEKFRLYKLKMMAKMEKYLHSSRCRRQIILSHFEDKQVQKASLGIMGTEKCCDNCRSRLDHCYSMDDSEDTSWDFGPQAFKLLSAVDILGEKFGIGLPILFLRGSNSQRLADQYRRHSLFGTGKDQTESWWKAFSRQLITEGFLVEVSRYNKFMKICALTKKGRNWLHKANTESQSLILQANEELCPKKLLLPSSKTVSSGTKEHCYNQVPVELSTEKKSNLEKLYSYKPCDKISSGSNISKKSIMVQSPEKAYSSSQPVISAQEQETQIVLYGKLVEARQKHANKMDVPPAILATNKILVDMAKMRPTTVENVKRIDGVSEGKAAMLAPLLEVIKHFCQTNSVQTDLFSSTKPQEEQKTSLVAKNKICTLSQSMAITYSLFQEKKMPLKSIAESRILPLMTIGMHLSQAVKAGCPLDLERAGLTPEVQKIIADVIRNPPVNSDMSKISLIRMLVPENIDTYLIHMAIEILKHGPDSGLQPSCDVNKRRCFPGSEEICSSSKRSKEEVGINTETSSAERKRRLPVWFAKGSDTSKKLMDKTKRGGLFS
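Kinetic red-fluorescence monitoring (525/598 nm) tracks WRN helicase activity after 100 nM fluorophore-quencher forked duplex and 2 mM ATP are added to 20 nM enzyme pretreated 15 min at room temperature with compound.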
KB-V1 MDR tox: kills drug-selected multidrug resistant KB-V1 cells. hit rate 3.4% among 400,000. KB-V1 MDR cells viability, CellTiter-Glo, 72 h. Potency, µM (doses to about 46.1 µM), inactives show at the highest dose activity change, negative = cytotoxicity, hits mostly cytotoxic. AID 1347076; note: potency is the fitted concentration of half-maximal effect; % is set by controls: 0 for no effect and ±100 for the full control effect; nearly all actives have a fitted effect of over 60% in size
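KB-V1, DMEM (no phenol red) + 10% FBS; cpd pin-transferred, titration series; 72 h, 37 degrees C; CellTiter-Glo, luminescence. Data normalized, curve-fit.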
HT1080 IDH1KD tx: HT-1080 IDH1 knockdown cell toxicity (counter line) | hit rate 2% among 360,000 | Potency, µM (highest dose often 46.1 µM), for inactives: at the highest dose activity, negative = toxicity, usual class: cytotoxic | AID 686971 | HT-1080 IDH1 knockdown viability, ATP luminescence, 48 h;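 note: potency is the fitted concentration of half-maximal effect; 0% = DMSO wells and -100% = cell-free medium wells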
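Cytotoxicity counter-line: IDH1KD HT-1080, 48 h, CellTiter-Glo. Curves classed by r2, magnitude and activity.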
ATXN2 expr inh: reduces ATXN2 reporter expression in HEK-293 cells. hit rate 0.72% among 360,000. HEK-293 ATXN2-luciferase reporter, luminescence, 24 h. AID 1745845. Potency, µM (top dose mostly 57 µM), without a hit: at the top dose activity change, negative = inhibition, usual class: inhibitors; note: potency is the fitted concentration of half-maximal effect; % is set by controls: 0 for no effect and ±100 for the full control effect; nearly all actives have a fitted effect of over 55% in size
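ATXN2-luciferase reporter cells (luciferase flanked by upstream and downstream ATXN2 gene portions) were treated 24 h at 37 °C with compounds at up to 57 uM. SteadyGlo luminescence gave expression; GF-AFC fluorescence gave viability.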
KB-3-1 tox: kills parental KB-3-1 adenocarcinoma cells; KB-3-1 viability, CellTiter-Glo ATP luminescence, 72 h; Potency, µM (series often up to 46.1 µM), for inactives: top-dose activity change, negative = cytotoxic, most hits filed as cytotoxic; hit rate 1.4% among 400,000; AID 1347075; note: potency is the fitted concentration of half-maximal effect; % is set by controls: 0 for no effect and ±100 for the full control effect; nearly all actives have a fitted effect of over 60% in size
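Parental KB-3-1 adenocarcinoma cells in phenol-red-free DMEM with 10% FBS were pin-treated with compounds at several concentrations, incubated 72 h at 37 °C, and viability read by CellTiter-Glo luminescence; concentration-effect curves were fitted after normalization.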
MCF10A rereplic: inducers of DNA re-replication in MCF 10A breast cells | MCF 10A DNA re-replication, Hoechst nuclear intensity, 48 h | Potency, µM (titrated, usually from 46.1 µM), for inactives: at the top dose activity, positive = re-replication, most hits filed as activators | hit rate 2.9% among 350,000 | AID 624296; note: potency is the fitted concentration of half-maximal effect; % of control where 0% means no effect; nearly all actives have a fitted effect of over 50% in size
IL-1B inflam inh: blocks inflammasome-driven IL-1 beta release. THP-1 LPS/ATP IL-1B secretion, AlphaLISA, 16 h; stronger effect = lower value. activity change, % at 57.5 µM. hit rate 4.7% among 360,000. AID 743279; in the data active = activity change below about -50%; inconclusive = mostly about -30% to -49%; note: % is set by controls: 0 for no effect and ±100 for the full control effect
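Secreted IL-1B measured by AlphaLISA bead assay after 16 h compound exposure of THP-1 cells; compounds (final up to 57.5 uM) added 1 h before LPS (250 ng/mL) and ATP (1.25 mM) stimulation; lower signal means less secretion.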
HT1080-NT tox: kills 2HG-producing HT-1080-NT fibrosarcoma cells. HT-1080-NT fibrosarcoma viability, CellTiter-Glo ATP luminescence, 48 h. Potency, µM (highest dose often 46.1 µM), without a hit: at the top dose activity, negative = less viability, usual class: cytotoxic. hit rate 1.6% among 360,000;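 note: NT is the 2HG producing partner of a matched IDH1 knockdown line; potency is the fitted concentration of half-maximal effect; 0% = DMSO-treated cells and -100% = media-only wells without cells; nearly all actives have a fitted effect of over 55% in size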
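HT-1080-NT; 750 cells/well; 5% FBS RPMI; 48 h compound, 37 degrees C; CellTiter-Glo luminescence; curve fitting and curve-class assignment.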
Numbers without * were called inactive; ? = inconclusive; / = not tested or not shown; [ ] = another dose, or the depositor's remark. Unless noted, calls come from the whole dose curve; as a rule, active = well fitted curve in the direction sought with a large enough effect; inconclusive = small, poorly fitted or top-dose-only effect, or another doubt; inactive = no such curve, though single readings can be large; an effect the other way counts as inactive or inconclusive. An unsorted share of the library; about 12% have a hit in one of these screens.

mol	SW480 rerep	WRN helicase inh	KB-V1 MDR tox	HT1080 IDH1KD tx	ATXN2 expr inh	KB-3-1 tox	MCF10A rereplic	IL-1B inflam inh	HT1080-NT tox
O=C(CN(C(=O)CNC(=O)c1ccco1)c1ccccc1F)NC1CCCCC1	-1%	-4%	-30%	-4%	-9%	-4%	-3%	-9	-5%
O=C1CCCc2c1nn(-c1ccccc1)[n+]2[O-]	-5%	10%	17%	2%	12%	-1%	-17%	9	9%
S=c1[nH]nc(COc2ccccc2)n1/N=C/c1ccc(Br)cc1	-6%	2%	12%	-4%	/	-1%	?	23	14%
Cc1ccc(S(=O)(=O)NN2C(=O)c3ccccc3NC2c2cccc(O)c2)cc1 (stereo not given)	-2%	-2%	-16%	-1%	5%	-8%	2%	5	0%
C[C@@H]1CN([C@H](C)CO)C(=O)CCCn2nncc2CO[C@H]1CN(C)Cc1cccnc1	/	3%	-2%	0%	12%	-9%	/	5	-9%
Cc1ccc(-n2c(SCC(=O)NCC3CCCO3)nc3n[nH]c(C)c3c2=N)cc1Cl (stereo not given)	-7%	-3%	?	-11%[9.24 µM]	6%	-25%	11%	-18	-21%
Cc1ccc(OCCC(=O)OCC(=O)N2CCN(S(=O)(=O)c3ccc(C)cc3C)CC2)cc1	-31%[inhibitor]	-7%	0%	8%	-2%	5%	0%	7	3%
COc1ccc(C=NNC(=S)Nc2ccc(F)cc2)cc1OC	-4%	0%	2%	-10%	?	-5%	6%	16	-6%

(cont.)
mol	SW480 rerep	WRN helicase inh	KB-V1 MDR tox	HT1080 IDH1KD tx	ATXN2 expr inh	KB-3-1 tox	MCF10A rereplic	IL-1B inflam inh	HT1080-NT tox
Cc1nnc(C)c2c(C)n(-c3ccc4ncccc4c3)c(C)c12	10%	-8%	?	4%	-9%[11.3 µM]	-7%	-4%	7	-1%
COc1cc(-c2cc(C(=O)Nc3ccccc3N3CCOCC3)c3ccccc3n2)cc(OC)c1OC	2%	7%	9.2µM*	9%	1%	-13%	?	-67*	1%
Cc1ccc(-c2cc(-c3nnc(SCC(=O)NCC(C)C)n3N)c3ccccc3n2)cc1	4%	2%	13%	-18%	9%	1%	3%	-14	-19%
CCOC(=O)c1ccn(CSc2c(F)c(F)cc(F)c2F)n1	1%	-3%	0%	22%	1%	19%	5%	-6	9%
Nc1ncnc(Sc2ccccc2)c1[N+](=O)[O-]	-8%	0%	0%	-2%	28%	0%	-2%	-103*	-3%
COc1cc(S(=O)(=O)Nc2ccc3c(c2)C(=O)N(C)C3=O)ccc1NC(C)=O	3%	2%	7%	13%	2%	26%	1%	1	11%
COc1cccc(CN(C(=O)c2cccs2)C2CCS(=O)(=O)C2)c1 (stereo not given)	-6%	-3%	2%	3%	-13%	1%	1%	5	-6%
CC1(C(=O)Nc2cccnc2)Cc2c(-c3cccc(C(F)(F)F)c3)ccnc2O1 (stereo not given)	/	-5%	-9%	-3%	-34%	0%	/	-4	0%

Later entries:
mol	SW480 rerep	WRN helicase inh	KB-V1 MDR tox	HT1080 IDH1KD tx	ATXN2 expr inh	KB-3-1 tox	MCF10A rereplic	IL-1B inflam inh	HT1080-NT tox
O=C(NCc1ccc2c(c1)OCO2)Nc1cccc(Cl)c1	-2%	-7%	-1%	-2%	33%[activator]	-13%	9%	-19	1%
Cc1c(C)c2c(OCC(=O)NCCCO)cc3c(c2oc1=O)CCC(C)(C)O3	-3%	4%	2%	-14%	-10%	24%	6%	-14	-21%
CCOC(=O)CN(C#N)c1nc(N(C)C)nc(N(C)C)n1	4%	1%	10%	0%	-4%	2%	-1%	2	7%
O=C(Cc1cccc2ccccc12)Nc1nc2ccccc2[nH]1	?	-17%	18µM*	13µM*	-19%	-27%	0%	56	13µM*
CCn1c(=O)c2ccccc2n(CC(=O)N2CCCc3ccccc32)c1=O	0%	-4%	14%	3%	/	-1%	0%	0	7%
C1=Nc2c(Nc3ccccc3)ncnc2Oc2ccccc21	2%	-13%	?	?	-19%	14%	18%	-24	?
CC1CC(=O)Nc2ccccc2N1C(=O)Cn1cnc2ccccc2c1=O (stereo not given)	0%	5%	27%	11%	/	4%	-2%	5	8%
Cc1cc(C)c(NC(=S)N2CCC(N(C)CC3CCCO3)CC2)c(C)c1 (stereo not given)	-2%	9%	-8%	-1%	-12%	6%	0%	-10	15%

New compounds follow:
mol	SW480 rerep	WRN helicase inh	KB-V1 MDR tox	HT1080 IDH1KD tx	ATXN2 expr inh	KB-3-1 tox	MCF10A rereplic	IL-1B inflam inh	HT1080-NT tox
CSC1=C(C#N)C(C)C2=C(CC(C)(C)CC2=O)N1 (stereo not given)	1%	-29%[57.1 µM]	23µM*	-11%	-5%	?	-1%	33	2%
CCCNC(=O)C1CN(S(=O)(=O)c2ccccc2)CCN1S(=O)(=O)c1ccccc1 (stereo not given)	?	-4%	3%	0%	3%	-17%	4%	0	2%
Cc1cccn2c(=O)nc(SCC(=O)N3CC(C)OC(C)C3)nc12 (stereo not given)	-4%	-18%	?	1%	3%	?	-1%	16	6%
COc1ccc2nc(N3CCN(C(=O)c4ccc5ncsc5c4)CC3)sc2c1	?	-2%	-1%	-4%	-29%	2%	?	31	-3%
COc1ccccc1C1CCN(Cc2ccc(C)cc2)CC1	-1%	?	-3%	-13%	-26%	-9%	-9%	-15	-23%
CCC(=O)N1COC[C@@H]1Cc1ccccc1	-15%	?	-3%	-4%	1%	?	-8%	3	4%
Cc1cccc2nc(-c3cccc(NC(=O)Cc4ccccc4)c3)cn12	-3%	-16%	6%	14%	4%	3%	6%	?	5%
COc1ccc(S(=O)(=O)N(C)c2nc3ccccc3n3c(CC(C)C)nnc23)cc1	14%	-5%	?	-2%	-15%	2%	12µM*	21	-26%

Going on with the list:
mol	SW480 rerep	WRN helicase inh	KB-V1 MDR tox	HT1080 IDH1KD tx	ATXN2 expr inh	KB-3-1 tox	MCF10A rereplic	IL-1B inflam inh	HT1080-NT tox
O=C(c1cccc(COc2cccc3ccccc23)c1)N1CCCC1	4%	-12%	?	?	65%[activator]	?	?	?	-28%
CCCc1ccc(OC(=O)c2ccc(O)cc2Cl)cc1	8%	-14%	4%	?	68%[activator]	0%	?	-84*	?
C[C@@H]1CN([C@@H](C)CO)C(=O)c2cc(Br)cnc2O[C@H]1CN(C)C(=O)Cc1ccccn1	/	7%	2%	6%	-4%	-1%	/	-11	1%
C=C(C)CNC(=S)NNC(=O)CCn1c2ccc(Cl)cc2c2cc(Cl)ccc21	?	-10%	?	?	-23%	?	?	-100*	?
CCCCN=C1NC(=O)C(CC(=O)Nc2ccc(Cl)cc2)S1 (stereo not given)	-2%	0%	13%	-23%	-14%	-1%	2%	6	-20%
CCN(CC)c1nc(N(CC)CC)[nH]c(=O)n1	-5%	-3%	12%	-8%	-12%	-7%	-185%[0.0737 µM]	5	-3%
COC(=O)Nc1ccc(S(=O)(=O)N(CCO)CC(F)(F)C(F)F)cc1	-3%	-6%	-19%	10%	7%	5%	0%	41	10%
COP(=O)(OC)c1nc(-c2ccccc2)oc1N1CCOCC1	-1%	3%	12%	16%	-16%	-3%	-1%	2	24%

(continued)
mol	SW480 rerep	WRN helicase inh	KB-V1 MDR tox	HT1080 IDH1KD tx	ATXN2 expr inh	KB-3-1 tox	MCF10A rereplic	IL-1B inflam inh	HT1080-NT tox
CCCN1CCN(C(=O)CCCNC(=O)c2ccc(Cl)cc2)CC1	-6%	11%	-7%	11%	-1%	2%	-3%	28	9%
Cc1ccc(S(=O)(=O)N2C[C@H]3[C@H]4C(=O)N(c5ccccc5)C(=O)[C@H]4C[C@H](OC(=O)NCc4ccccc4F)[C@@]3(O)C2)cc1	/	-3%	8%	10%	11%	2%	/	15	-2%
Cc1cccc(C)c1NC(=O)CCCSc1nnc(N)s1	1%	0%	-1%	7%	-5%	-1%	-1%	18	2%
CC(=O)NCCCNS(=O)(=O)c1ccc(C)cc1	-30%[inhibitor]	0%	16%	13%	/	-1%	5%	12	2%
Cc1ccc(CNC(=O)c2ccccc2CCc2ccccc2)cc1	2%	-2%	?	-1%	1%	-1%	-3%	5	7%
CCCS(=O)(=O)n1nc(-c2ccccc2)cc1N	-2%	0%	-17%	2%	3%	-2%	0%	-9	-8%
O=C(Nc1cccc(NC(=O)C2CC2)n1)C1CC1	-1%	1%	?	13%	7%	-9%	-6%	-11	-5%
CC1CN(S(=O)(=O)c2cccc(C(=O)NCCc3ccc(S(N)(=O)=O)cc3)c2)CC(C)O1 (stereo not given)	4%	-2%	8%	1%	-2%	-3%	4%	0	1%

Further structures
mol	SW480 rerep	WRN helicase inh	KB-V1 MDR tox	HT1080 IDH1KD tx	ATXN2 expr inh	KB-3-1 tox	MCF10A rereplic	IL-1B inflam inh	HT1080-NT tox
C[C@@H]1CN([C@H](C)CO)C(=O)CCCn2nncc2CO[C@H]1CN(C)C(=O)Nc1cccc(Oc2ccccn2)c1	/	-5%	-10%	-4%	7%	-2%	/	-21	-4%
Cc1ccnc(N2CCCC(C(=O)Nc3ccc(C)c(C)c3)C2)n1 (stereo not given)	-7%	3%	0%	9%	5%	5%	16µM*	21	-1%
CC(C)C(=O)Nc1cccc(COc2ccc(CN(CCc3ccccc3)C(=O)OC(C)(C)C)cc2)c1	?	-4%	?	-8%	-16%	0%	?	-29	?
N#Cc1nc(-c2ccc(F)cc2)oc1N1CCCCC1	-3%	-1%	11%	1%	4%	0%	8%	-28	?
COC(=O)COc1ccc(Oc2nc(SC)nc(N(C)C)n2)nn1	4%	-2%	-2%	0%	6%	-4%	-1%	-23	6%
CCOC(=O)c1c(NC(=O)C2CCCN2S(=O)(=O)c2cccc3nsnc23)sc(C)c1C (stereo not given)	-1%	3%	-18%	-11%	-9%	-5%	14%	45	-5%
